Screening data: PubChem BioAssay, several laboratories
PLK1 PBD inh: Plk1 polo box domain binding inhibitors, primary screen, biochemical, fluorescence polarization; inhibition, %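 (tested at about 20 µM)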; Serine/threonine-protein kinase PLK1 (Homo sapiens), P53350; Plk1 PBD phosphopeptide binding; AID 693, 2007; actives 0.13% (n = 97,000); in the data active means inhibition above about 34%, passing the limit was not always enough
LYP act: LYP phosphatase activators, primary screen, biochemical, DiFMUP fluorescence, 2 µM; recombinant LYP; 0 = plate median, 100 = signal doubled; activation, % at 2 µM; actives 0.11% (n = 96,000); AID 697, 2007;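 active means activation at 2 µM above a set limit, the mean plus 5 SD, cut at about 37% in these data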
EphB4 ephrin blk: EphB4-ephrin-B2 interaction antagonists, primary screen, biochemical, TNYL-RAW peptide probe, fluorescence polarization | Ephrin type-B receptor 4 (Homo sapiens), P54760 | EphB4 LBD / TNYL-RAW-Alexa532 peptide | inhibition, % at 7 µM | actives 0.15% (n = 97,000);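 active means inhibition above the screen-wide mean inhibition plus 3 SD, cut at about 15% in these data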;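 further: 0% = DMSO wells and 100% = excess unlabeled TNYL-RAW peptide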
cytoskel mod: modifiers of F-actin cytoskeleton organization, primary screen, imaging, HUVEC, phalloidin staining, high-content imaging. actives 0.18% (n = 91,000). HUVEC TNFa F-actin phalloidin imaging. inhibition, % at 2 µM;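 active means inhibition above the batch mean plus 3 SD and confirmed as a hit by visual image inspection, cut at about 30% in these data, passing the limit was not always enough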; further: strong numbers were not always called active
PTK2B oligo ant: antagonists of Pyk2 self-association, primary screen, Q293 cells, FERM NanoBiT luminescence, HTS; Protein-tyrosine kinase 2-beta (Homo sapiens), Q14289; stronger effect = lower value; z-score (the deposit names both 25 µM and 10 µM); actives 0.83% (n = 99,000); AID 1347419, 2020;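 active means Z-score of -3 or lower, scaled per plate to the spread of control and sample wells; inactive means z-score above -3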;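 further: negative z-score means lost luminescence so less FERM oligomerization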
Target sequence (Q14289 whole entry, looked up): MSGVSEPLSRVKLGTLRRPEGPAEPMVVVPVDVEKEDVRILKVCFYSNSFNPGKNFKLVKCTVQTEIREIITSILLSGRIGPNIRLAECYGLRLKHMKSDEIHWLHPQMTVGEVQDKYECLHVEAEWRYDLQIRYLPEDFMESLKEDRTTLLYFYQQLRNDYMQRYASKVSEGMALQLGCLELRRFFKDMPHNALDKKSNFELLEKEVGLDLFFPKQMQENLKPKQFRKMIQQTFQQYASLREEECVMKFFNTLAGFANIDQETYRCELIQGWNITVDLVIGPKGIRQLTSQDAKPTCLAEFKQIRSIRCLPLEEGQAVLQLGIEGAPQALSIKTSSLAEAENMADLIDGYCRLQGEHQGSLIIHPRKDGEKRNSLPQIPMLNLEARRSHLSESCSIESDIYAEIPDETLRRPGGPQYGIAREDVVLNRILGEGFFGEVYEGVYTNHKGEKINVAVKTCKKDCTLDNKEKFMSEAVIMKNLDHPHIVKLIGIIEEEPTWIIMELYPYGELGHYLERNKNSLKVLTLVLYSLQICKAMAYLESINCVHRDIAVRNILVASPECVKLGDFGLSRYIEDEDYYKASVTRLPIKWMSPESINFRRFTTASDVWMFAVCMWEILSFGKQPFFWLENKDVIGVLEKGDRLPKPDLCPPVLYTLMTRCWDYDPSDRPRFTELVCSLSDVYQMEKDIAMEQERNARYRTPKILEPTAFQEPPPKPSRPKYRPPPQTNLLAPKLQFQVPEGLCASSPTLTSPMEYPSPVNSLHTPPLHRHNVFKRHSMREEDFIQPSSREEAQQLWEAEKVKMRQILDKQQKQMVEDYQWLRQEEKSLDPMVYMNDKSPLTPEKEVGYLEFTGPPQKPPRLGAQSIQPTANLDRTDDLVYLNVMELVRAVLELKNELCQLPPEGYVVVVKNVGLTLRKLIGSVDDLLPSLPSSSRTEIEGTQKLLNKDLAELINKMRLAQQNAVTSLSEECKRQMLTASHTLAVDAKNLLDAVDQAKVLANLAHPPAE
FAK inh: FAK kinase inhibitors, primary screen, biochemical; biochemical FAK kinase activity assay; actives 0.84% (n = 97,000); inhibition, %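 (tested at 7 µM)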; Focal adhesion kinase 1 (Homo sapiens), Q05397; AID 727, 2007; in the data active means inhibition above about 19%;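 further: 0% = DMSO and 100% = reference compound high control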
PTPN22 inh 2: PTPN22 phosphatase inhibitors, primary screen, biochemical, DiFMUP fluorescence, 2 µM; inhibition, % at 2 µM; Tyrosine-protein phosphatase non-receptor type 22 (Homo sapiens), Q9Y2R2; actives 0.21% (n = 96,000); recombinant LYP catalytic domain;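 active means inhibition at 2 µM at or above a set limit, the screen mean plus 3 SD, cut at about 24% in these data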;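 further: 0% = DMSO with enzyme and 100% = enzyme fully blocked by orthovanadate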
HIV Rev-RRE inh: HIV-1 Rev-RRE binding inhibitors, primary screen, biochemical, FRET, protein-RNA interaction. P05866. Rev peptide-RRE RNA binding. inhibition, % at 8 µM. actives 0.79% (n = 97,000). AID 704, 2007;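 active means inhibition above the screen-wide mean plus 3 SD, cut at about 35% in these data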;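 further: 0% = median DMSO wells and 100% = median Neomycin B control wells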
Target sequence (P05866 whole entry, looked up): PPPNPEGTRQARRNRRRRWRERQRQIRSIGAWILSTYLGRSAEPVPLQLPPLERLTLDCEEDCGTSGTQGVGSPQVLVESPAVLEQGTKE
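System: Cy5-labelled duplex RRE RNA binding fluorescein-labelled HIV Rev peptide; Signal: fluorescein-to-Cy5 FRET, 480 nm excitation; Also added: labelled Rev peptide; Compound: one concentration, 8 µM nominal; Buffer or medium: HEPES pH 7.5 salt buffer with EDTA; Read-out: % inhibition of FRET ratio versus controls; Schedule: 5 min preincubation and 15 min binding, 25 °C.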
PLK1 inh: human PLK1 kinase inhibitors, primary screen, biochemical, TR-FRET; inhibition, % at 10 µM; actives 0.53% (n = 97,000); recombinant PLK1 kinase, TR-FRET peptide phosphorylation; Serine/threonine-protein kinase PLK1 (Homo sapiens), P53350;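 active means inhibition of 50% or more in the single-concentration screen; inactive means inhibition below 50%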;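 further: 0% = DMSO max control and 100% = H-89 dihydrochloride min control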
* hit, by the source's call; x = no result given. An unsorted share of the library; overall some 3.5% were active at least once.

SMILES	PLK1 PBD inh	LYP act	EphB4 ephrin blk	cytoskel mod	PTK2B oligo ant	FAK inh	PTPN22 inh 2	HIV Rev-RRE inh	PLK1 inh
Cc1ccccc1CNC(=O)c1ccccc1C(=O)O	-1	4	0	-8	1.2	10	-10	4	-9
CSc1ccc(-c2c(C#N)c(N)nc3c2c(C)nn3-c2ccccc2)cc1	-2	-4	6	4	-2.8	2	2	17	-137
CCOC(=O)C(CC)Sc1nc2c(c(=O)[nH]c(=O)n2C)n1C/C=C(/C)Cl (stereo not given)	3	6	1	15	-0.28	3	-4	4	-11
COc1ccc(-n2cnc3c(cnn3CCC#N)c2=N)cc1	17	-9	2	-2	0.45	3	9	12	-5
COc1ccc(C2C3=C(CCCC3=O)Nc3c(-c4ccccc4)c(C)nn32)cc1 (stereo not given)	2	-6	2	27	-2.2	5	8	3	-30
CCN(Cc1nc2cc(OC)c(OC)cc2c(=O)[nH]1)C(=O)c1ccc(S(=O)(=O)N(C)C)cc1	4	8	2	2	0.6	1	-12	4	-9
c1ccc(-c2csc(Nc3cccnc3)n2)nc1	-10	-10	1	31	0.03	11	10	6	-2
CC1=CC(C)(C)N2C(=O)C3(C(C#N)=C(N)Oc4cc(C)oc(=O)c43)c3cc(C)cc1c32 (stereo not given)	14	8	4	12	-1.7	1	-11	5	-7
CCCN1C(=O)c2ccc(C(=O)Nc3cc(C)on3)cc2C1=O	17	-2	2	x	-0.26	-2	6	2	0
CC1(C)OC(=O)C(=NNc2ccc(O)cc2)C(=O)O1	-4	2	1	x	-1.1	0	-1	12	-5
Cc1cc(CSc2ccccc2)ccc1NC(=O)c1ccc(Cl)c([N+](=O)[O-])c1	-3	-11	0	1	0.1	6	15	7	-9
COCCCN1C(=O)C(=O)/C(=C(/O)c2ccc3c(c2)CC(C)O3)C1c1cccnc1 (stereo not given)	21	-3	-2	-11	-0.34	-2	2	4	-12
CCC(C(=O)NCc1ccco1)N(C(=O)CNS(=O)(=O)c1ccccc1)c1ccc(OC)cc1 (stereo not given)	-17	-13	-9	x	-0.08	1	14	5	-9
NC(=O)c1nsc(C(=O)N(CCc2ccccc2)C(C(=O)NC2CCCC2)c2ccco2)c1N (stereo not given)	8	6	-1	-22	-1.3	0	-4	3	-11
CCOC(=O)N1CCN(C(=O)CN(c2ccc(C)c(C)c2)S(=O)(=O)c2ccccc2)CC1	-22	0	-14	-3	-0.16	0	-2	4	-14
CCN(CC)S(=O)(=O)c1csc(C(=O)NCc2ccccc2)c1	11	-7	0	4	-0.17	-1	10	-6	-4
COc1cc(NC(=O)CCC(=O)O)nc(OC)n1	13	7	-5	7	1.1	-1	-5	8	-18
COc1ccc(OC)c(C2=NOC(C(=O)NCc3ccccn3)C2)c1 (stereo not given)	-1	-2	6	x	0.02	0	1	6	-4
CSc1ccccc1NC(=O)COc1ccc(S(=O)(=O)N2CCCC2)cc1	-8	8	6	-4	-1.4	-2	-12	10	-12
CCOC(=O)c1ccc(NC(=O)CCc2nc(-c3ccc(Cl)cc3)no2)cc1	8	6	1	-9	-0.13	-5	-9	8	-4
COc1cccc(N(C(=O)c2ccco2)c2nc(-c3sc(NC(=O)c4ccco4)nc3C)cs2)c1	17	-1	-9	-5	x	1	4	-3	-14
Cc1nc(-c2c(C(F)(F)F)noc2-c2ccc(O)cc2O)cs1	-21	2	-2	-12	-2.7	-2	0	2	-5
Cc1cc(C)c2c(n1)nn1c(N3CCN(c4ccccc4)CC3)cc(C)nc21	7	-7	9	-8	-1.3	5	5	9	-8
CCOC(=O)C1CCN(C(=O)c2ccc3c(c2)OCO3)CC1	-22	4	-8	-67	0.88	-1	-5	-1	-16
O=C(NCc1ccccc1)NC1(C(=O)Nc2ccc3c(c2)OCCO3)CCCCC1	-28	-1	-3	-6	1.7	0	4	4	-14
Cc1cc2ncc(C(=O)Nc3ccccc3)c(C)n2n1	9	9	0	5	-0.81	-4	-9	6	-6
O=C1C=C(NCc2ccco2)CCC1	7	1	6	10	0	6	-4	8	-3
Cc1ccc(-c2cc(C(F)(F)F)n3nc(C(=O)Nc4c(C)n(C)n(-c5ccccc5)c4=O)cc3n2)cc1	-10	9	-5	6	-0.41	1	-10	-3	-23
CCOC(=O)N1CCN(C(=O)c2ccc(CN(c3ccc(C)c(C)c3)S(C)(=O)=O)cc2)CC1	-10	-1	2	6	0.06	0	-1	3	-3
CCCCOc1ccc(-c2ncc(C(=O)OCC)c(N)n2)cc1	6	5	-5	-6	-0.04	2	-5	-2	-4
Cc1cc(C)c2c(N)c(C(=O)Nc3nccs3)sc2n1	8	-3	5	-5	0.7	2	2	-1	-15
CC1=C(C(=O)NC(C)c2ccc3c(c2)OCCO3)C2(CCC(C)CC2)OC1=O (stereo not given)	0	-4	6	1	x	-2	2	3	8
CCN(CC)C(=O)CSc1nc2ccccc2c(=O)n1-c1ccccc1OC	-8	9	-3	11	-0.73	2	-10	5	-11
O=C(CN(CC1CCCO1)C(=O)CNS(=O)(=O)c1ccc(Cl)cc1)NCC1CCCO1 (stereo not given)	-3	3	-8	12	0.54	-4	-3	0	-7
Cc1ccc(-c2nn(-c3ccccc3)cc2/C=N/NC(=O)c2ccc(Br)o2)cc1	6	5	-4	-30	-0.98	-3	0	7	-9
CC(=O)c1ccc(OCC(O)CN2CCN(CCO)CC2)cc1 (stereo not given)	3	6	-7	-10	x	-1	-8	3	-16
CC(=O)Oc1ccccc1C1OCCN1C(C)=O (stereo not given)	-3	-4	4	4	-0.45	0	-2	0	-12
COc1ccc2nc(N=Nc3ccc(N(C)C)cc3)sc2c1	-11	6	3	20	-0.55	-7	-3	-14	-1
CC1(C)CC(=O)C2=C(C1)OC(N)=C(C#N)C2C1CC=CCC1 (stereo not given)	-8	8	-4	1	-1.7	-3	-8	0	-9
Clc1ccc(Cl)c(OCCN2CCOCC2)c1	-20	-5	2	8	0.83	2	6	2	-4
CCN(CC)CC(C(=O)N(CC)CC)P(=O)(c1ccccc1)c1ccccc1 (stereo not given)	6	1	4	-13	0.94	0	0	8	-6
COC(=O)c1sccc1NC(=O)CSc1ccccc1NS(=O)(=O)c1ccc(Br)cc1	-13	x	0	x	0.37	3	x	6	-8
CCn1c(O)c(N=NC(=O)CNC(=O)/C=C/c2ccco2)c2ccccc21	31	20	-6	1	0.17	-4	-16	-3	-9
COCCN1CCc2c(C)nc3c(-c4ccc(OC)c(OC)c4)cnn3c21	9	-5	-3	-11	-0.8	1	6	-2	-9
O=C(NC1CCCCC1)N(CCN1CCCC1)Cc1cc2cc3c(cc2[nH]c1=O)OCCO3	12	4	-7	-4	0.45	1	-7	9	5
Cc1cccc(C)c1N1CCN(S(=O)(=O)c2ccc(F)cc2)CC1	39	-5	0	5	-1.1	-2	2	15	-17
O=C(CN1CCCCCC1)OCCN=C1NS(=O)(=O)c2ccccc21	5	5	5	6	1.6	-4	-2	3	-10
CCOc1cc(C(=O)OCC(=O)NCc2ccco2)cc(OCC)c1OCC	29	-10	-9	2	1.4	6	6	-5	-8
O=C(Nc1ccc(N2CCOCC2)c(Cl)c1)c1cccnc1Cl	16	2	3	14	-0.07	-2	-3	6	-11
CCOC(=O)/C=C1\SCC(=O)N1Cc1ccc(Br)cc1	-3	1	3	-18	-0.58	1	-4	10	-20
CCOC(=O)CSc1nc2c(c(=O)n(C)c(=O)n2C)n1CCCc1ccccc1	12	-4	-10	-40	1.1	-3	4	6	-9
CN(C)C(=O)c1cc(Cl)ccc1Sc1cc(Cl)ccc1Cl	-15	10	2	12	-1.5	-1	-10	7	-7
CNC(=O)c1ccc(-c2ccccc2)s1	12	9	3	-13	1.3	-3	-5	-2	2
Cc1ccc(-n2nc3c(c2NC(=O)c2ccc4c(c2)OCO4)CSC3)cc1	2	1	-3	5	-1.4	0	-6	6	-11
C/C(CC(=O)Nc1cccc(Cl)c1)=N\NC(=O)Cc1ccc(Cl)cc1	31	0	-2	28	2.3	-3	5	8	-13
O=C(CSCc1ccccc1Cl)N1CCN(c2ccccn2)CC1	-2	8	-6	15	-0.3	0	-9	1	-10
CCc1[nH]nc2c1C1(CCN(C(=O)OCc3ccccc3)CC1)C(C#N)=C(N)O2	-11	-4	7	20	-0.07	13	8	7	19
CCN(CC(=O)Nc1ccc2c(c1)OCCO2)c1ccc(S(=O)(=O)N2CCOCC2)cn1	-6	-22	0	-14	0.37	-2	21	6	-11
CC1(C)CC(=O)C(C=NC(CCC(N)=O)C(=O)O)=C(O)C1 (stereo not given)	-14	0	8	-1	0.91	-1	-8	2	-10
CCC(C)n1[nH]c(=O)cc1N (stereo not given)	6	12	-2	-6	-0.09	-2	-14	3	-2

(continued)
SMILES	PLK1 PBD inh	LYP act	EphB4 ephrin blk	cytoskel mod	PTK2B oligo ant	FAK inh	PTPN22 inh 2	HIV Rev-RRE inh	PLK1 inh
COc1cc(NC(=O)c2ccco2)c(OC)cc1NC(=O)CSc1nnc(-c2cccs2)n1C	-19	-11	-4	1	0.01	-3	9	2	-8
Cc1ccc(-n2nnc3c(=O)n(Cc4ccccc4C)cnc32)cc1	4	-4	0	-9	x	6	1	8	-19
Nc1c(NCCCN2CCOCC2)c2ccccc2oc1=O	16	10	2	4	0.7	5	-11	2	-11
O=C(CSc1nc2ccc([N+](=O)[O-])cc2[nH]1)NC1CCCCC1	18	-10	3	-1	1.1	6	13	8	-5
COc1cc(C(=O)O)ccc1OC(C)=O	21	-10	-1	19	0.09	-1	7	2	-13
OC(CN1CCCCC1)Cn1c(C(F)(F)F)nc2ccccc21 (stereo not given)	15	4	5	x	1.6	6	0	9	-10
CCN(CC)C(=O)c1ccc(COc2ccccc2Br)o1	-9	0	5	32	0.44	4	-1	10	1
CCOC(=O)c1sc2nc(C3CC3)cc(-c3ccc(F)cc3)c2c1N	-18	5	-5	8	-0.68	-6	-2	2	-10
O=C(Cc1c(C(=O)O)[nH]c2ccc(Cl)cc12)Nc1ccc2c(c1)OCCO2	-15	0	1	-7	2.1	-4	0	-4	-13
CCn1c(-c2cccnc2)n[nH]c1=S	-45	7	-2	-11	-0.32	0	-5	5	-11
O=C1CSC(=NC(=O)c2ccccc2)N1	31	-1	-1	x	-1	-2	0	1	-5
CCn1c(SCc2nc(-c3ccccc3)no2)nnc1-c1cccs1	25	-5	8	14	-1.1	1	7	15	-30
CCc1ccc(CN/C=C/C(=O)c2ccc(Br)cc2)cc1	-4	-11	-2	-11	0.53	1	9	5	4

Single records, from the list above. Order of screens: PLK1 PBD inh | LYP act | EphB4 ephrin blk | cytoskel mod | PTK2B oligo ant | FAK inh | PTPN22 inh 2 | HIV Rev-RRE inh | PLK1 inh
Cc1ccc(-n2nnc3c(=O)n(Cc4ccccc4C)cnc32)cc1 is entered as 4 | -4 | 0 | -9 | x | 6 | 1 | 8 | -19
OC(CN1CCCCC1)Cn1c(C(F)(F)F)nc2ccccc21 (stereo not given) is entered as 15 | 4 | 5 | x | 1.6 | 6 | 0 | 9 | -10
CCN(CC)C(=O)c1ccc(COc2ccccc2Br)o1 is entered as -9 | 0 | 5 | 32 | 0.44 | 4 | -1 | 10 | 1
Nc1c(NCCCN2CCOCC2)c2ccccc2oc1=O is entered as 16 | 10 | 2 | 4 | 0.7 | 5 | -11 | 2 | -11
